TRHR agonist – activates the human TRH receptor; P34981; TRHR cells, calcium flux fluo-8, FDSS agonist mode; activation, % at 2 µM; 360,000 compounds, 0.18% hits; AID 493084; in the data active = activation above about 30%; note: 0% is about no effect
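Read-out: compound-evoked intracellular calcium rise in TRHR cells, fluo-8 dye, kinetic FDSS fluorescence at 1 s/cycle following a 10-cycle baseline. Cells cultured overnight before dye loading (30 min–1.5 h, RT).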
D1 antagonist – antagonists of human D1 dopamine receptor. 360,000 compounds, 3.2% hits. activity change, negative = inhibition, % at 10 µM. AID 504652. HEK293 TREx D1 cells, calcium flux, dopamine EC80; stronger effect = lower value; in the data active = activity change below about -30%; note: % is set by controls: 0 for no effect and ±100 for the full control effect
Target sequence (P21728 whole entry, looked up): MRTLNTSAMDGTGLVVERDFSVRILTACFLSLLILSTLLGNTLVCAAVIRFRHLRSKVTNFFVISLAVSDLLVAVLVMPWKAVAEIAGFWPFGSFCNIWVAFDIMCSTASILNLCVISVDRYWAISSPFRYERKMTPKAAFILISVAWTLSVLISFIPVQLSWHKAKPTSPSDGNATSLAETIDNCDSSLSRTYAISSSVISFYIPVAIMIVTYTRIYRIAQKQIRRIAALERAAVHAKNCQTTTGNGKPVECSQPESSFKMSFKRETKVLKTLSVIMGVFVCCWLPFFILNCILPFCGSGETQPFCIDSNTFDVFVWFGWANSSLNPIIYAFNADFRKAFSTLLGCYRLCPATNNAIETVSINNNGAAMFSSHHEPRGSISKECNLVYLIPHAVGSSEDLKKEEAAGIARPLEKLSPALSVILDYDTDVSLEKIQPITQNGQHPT
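Kinetic fluorescence of a calcium dye serves as the read-out. D1-expressing Hek293 Trex cells, induced overnight at 30 C, are exposed to compound for 180 s before an EC80 dopamine addition, then read 180 s further.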
D1 agonist – agonists of human D1 dopamine receptor | P21728 | HEK293 T-REx D1 cells, calcium flux, agonist mode | activation, % at 2 µM | 360,000 compounds, 1% hits; in the data active = activation above about 30%; note: 0% is about no effect
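Agonism was scored from calcium flux recorded over 180 s (1 read/s) after pintool compound addition, following a 10-cycle baseline. Cells were inducible force-coupled HEK293 TREx D1, plated overnight at 30 C and loaded with no-wash calcium dye.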
RXFP1 agonist – agonists of human relaxin receptor RXFP1 | Q9HBX9 | 370,000 compounds, 0.3% hits | HEK293T-RXFP1 cAMP TR-FRET, 30 min; response scale: percent of porcine relaxin response, buffer zero | Potency, µM (top dose mostly 57.5 µM), without a hit: top-dose activation, actives largely listed as activators | AID 2676; note: potency is the fitted concentration of half-maximal effect; % is set by controls: 0 for no effect and ±100 for the full control effect; nearly all actives have a fitted effect of over 60% in size; many of its hits are not listed in these tables
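Agonist response is measured as cAMP accumulation in an RXFP1-transfected HEK293T line under PDE4 inhibition. Values are scaled between buffer-only and 29 nM porcine relaxin, and EC50s come from standard Hill equation fits.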
D1 PAM – potentiators of human D1 dopamine receptor; AID 504651; potentiation, % at 10 µM; 360,000 compounds, 0.036% hits; HEK293 TREx D1 cells, calcium flux, dopamine EC20 potentiation; in the data active = potentiation above about 30%; note: 0% is about no effect
RXFP1 antagonist – antagonists of human relaxin receptor RXFP1; 350,000 compounds, 0.59% hits; HEK293-RXFP1, relaxin-stimulated cAMP HTRF, 30 min; stronger effect = lower value; activity change, negative = inhibition, % at 57.5 µM;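 active = activity change of -60% or lower, but not beyond a set lower limit; inconclusive = change between -60% and -40%, or beyond the set limit; inactive = change above -40%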; note: % is set by controls: 0 for no effect and ±100 for the full control effect
TRHR PAM – allosteric enhancers of human TRH receptor | P34981 | TRHR cells, fluo-8 calcium fluorescence, EC20 TRH enhancement | enhancement, % at 2 µM | 360,000 compounds, 0.66% hits | AID 493056; in the data active = enhancement above about 30%; note: 0% is about no effect
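TRHR-expressing cells loaded with fluo-8 calcium dye were read kinetically (ex 480/em 530) during compound addition, then stimulated with an EC20 of TRH (10 nM final). Enhancement of the Gq-mediated intracellular calcium response was scored.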
Apoferritin bind – binds horse apoferritin like a general anesthetic; P02791; Potency, µM (series often up to 77.5 µM), without a hit: at the highest dose activity change, negative = displacement, usual class: inhibitors; 350,000 compounds, 0.074% hits; apoferritin/1-aminoanthracene competitive binding, fluorescence; note: potency is the fitted concentration of half-maximal effect; % is set by controls: 0 for no effect and ±100 for the full control effect; nearly all actives have a fitted effect of over 20% in size
Target sequence (P02791 2-175 limits assumed): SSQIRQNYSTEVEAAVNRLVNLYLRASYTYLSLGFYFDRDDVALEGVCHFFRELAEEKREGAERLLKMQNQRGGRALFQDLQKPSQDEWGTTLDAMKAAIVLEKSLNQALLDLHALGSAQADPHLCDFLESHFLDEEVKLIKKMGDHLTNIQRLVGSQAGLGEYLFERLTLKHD
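Horse-spleen apoferritin (10 uM) in 50% saturated 1-aminoanthracene in PBS was incubated 10 min at room temperature with compound. Fluorescence (ex 380, em 535 nm) was normalized to free and bound 1-AMA, with concentration-response fitted by a four-parameter Hill equation.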
D2 PAM – D2 dopamine receptor (human) potentiation; HEK293 T-REx D2, calcium flux, EC20 dopamine potentiation; P14416; 340,000 compounds, 0.34% hits; potentiation, % at 10 µM;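 active = potentiation over 3 SD above the plate norm, cut at about 30% in these data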; note: 0% is about no effect
Target sequence (P14416 whole entry, looked up): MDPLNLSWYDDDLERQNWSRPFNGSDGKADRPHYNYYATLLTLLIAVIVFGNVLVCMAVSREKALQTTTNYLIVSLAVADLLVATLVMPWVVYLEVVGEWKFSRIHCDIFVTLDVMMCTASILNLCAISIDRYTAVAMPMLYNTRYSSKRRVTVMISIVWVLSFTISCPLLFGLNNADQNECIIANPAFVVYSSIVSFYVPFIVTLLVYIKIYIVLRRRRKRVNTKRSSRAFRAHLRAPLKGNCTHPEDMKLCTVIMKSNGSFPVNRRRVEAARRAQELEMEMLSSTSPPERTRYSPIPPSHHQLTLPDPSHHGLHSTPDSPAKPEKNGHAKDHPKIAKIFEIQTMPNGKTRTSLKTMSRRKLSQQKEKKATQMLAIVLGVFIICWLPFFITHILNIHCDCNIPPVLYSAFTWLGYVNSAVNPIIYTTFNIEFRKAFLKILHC
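Primary screen. Calcium kinetics in induced HEK293 T-REx D2 cells: compound pre-addition 180 s, EC20 dopamine, 180 s more.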
* = called active by the depositor; ? = inconclusive; / = not tested or not shown; [ ] = another dose, or the depositor's remark. Unless noted, calls come from the whole dose curve; as a rule, active = well fitted curve in the direction sought with a large enough effect; inconclusive = small, poorly fitted or top-dose-only effect, or another doubt; inactive = no such curve, though single readings can be large; an effect the other way counts as inactive or inconclusive. A portion of the library; the hit share may differ from the screen's.

Field names: A = TRHR agonist; B = D1 antagonist; C = D1 agonist; D = RXFP1 agonist; E = D1 PAM; F = RXFP1 antagonist; G = TRHR PAM; H = Apoferritin bind; I = D2 PAM
1) COc1ccc(NC(=O)CCNC(=O)Cn2cnc3ccccc3c2=O)c(OC)c1
  A: -0.2	B: -9	C: 4	D: 0.4%	E: 1	F: -1	G: 19	H: -8%	I: -4

2) O=C(O)c1ccc(-n2[nH]c3c(c2=O)CCCC3)cc1
  A: 0.8	B: -2	C: 2	D: -3.2%	E: 4	F: -18	G: 3	H: -3%	I: 8

3) COc1ccccc1C(=O)OCC#CCSc1nnc(-c2cccc3ccccc23)o1
  A: 1.7	B: -14	C: 24	D: 2.4%	E: -7	F: /	G: 15	H: /	I: /

4) COc1ccccc1CN1CC(C(=O)NCCN2CCNC2=O)CCC1=O (stereo not given)
  A: 0.3	B: 7	C: 3	D: -0.2%	E: -5	F: 10	G: 3	H: -2%	I: -1

5) COc1ccc(NCC(=O)N/N=C/C2CCCCC2)cc1
  A: 0.3	B: -7	C: 0	D: -0.2%	E: -4	F: -10	G: -8	H: -7%	I: -4

6) N#Cc1ccc(NC(=O)c2cccs2)nc1
  A: 0.2	B: -3	C: 4	D: 0.0%	E: -8	F: 3	G: -1	H: 0%	I: 6

7) CCn1cc(C(=O)N2CCOCC2)c(=O)c2cc(S(=O)(=O)N(C)C)ccc21
  A: 0.2	B: -2	C: 6	D: -0.2%	E: /	F: /	G: 4	H: -1%	I: -5

8) COc1ccccc1CNC(=O)CS(=O)(=O)Cc1ccccc1
  A: -0.1	B: -5	C: 2	D: -2.0%	E: -3	F: 4	G: -1	H: -4%	I: 14

9) O=C(c1ccc(S(=O)(=O)N2CCCC2)cc1)N1CCCC(C(F)(F)F)C1 (stereo not given)
  A: 0.7	B: 6	C: 4	D: 1.1%	E: 7	F: 3	G: 10	H: /	I: -15

10) CCN(c1ccc(C)c(C)c1)S(=O)(=O)c1ccc2c(c1)CCN2C(=O)CCC(=O)O
  A: -1.4	B: -6	C: 4	D: -0.8%	E: 0	F: 8	G: -3	H: -10%	I: -12

11) O=C1C(=O)N(CCN2CCOCC2)C(c2ccccn2)/C1=C(/O)c1ccc(F)cc1 (stereo not given)
  A: 0.2	B: 6	C: 2	D: -0.4%	E: -5	F: 7	G: 14	H: -13%	I: -7

12) COc1cc(NC(=O)CC2C(=O)N(c3ccccc3)C(=O)N2Cc2ccc(F)cc2)cc(OC)c1 (stereo not given)
  A: 0.2	B: -3	C: 1	D: -0.6%	E: -3	F: 4	G: -8	H: 7%	I: -3

13) CCc1ccc(NC(=O)C/C(C)=N/NC(=O)COc2ccccc2C)cc1
  A: -0.1	B: 15	C: 1	D: 1.1%	E: -5	F: -13	G: 7	H: -12%	I: -8

14) O=C(c1cc2ncccn2n1)N1CCc2c([nH]c3ccccc23)C1c1ccccc1F (stereo not given)
  A: -0.3	B: 3	C: 2	D: 1.4%	E: 0	F: -11	G: -12	H: -9%	I: 6

15) Oc1cc2c(cc1C(c1ccc(Br)cc1)N1CCCC1)OCO2 (stereo not given)
  A: 0.9	B: -6	C: 11	D: 2.4%	E: 3	F: -30	G: -3	H: ?	I: 2

16) O=C(Nc1ccccc1C(=O)Nc1ccc2c(c1)OCO2)c1ccco1
  A: -0.1	B: -12	C: 3	D: ?	E: -8	F: 5	G: -6	H: -15%	I: -8

17) Cc1cccc(OCc2ccc(-c3nc(C#N)c(N4CCC(C(N)=O)CC4)o3)o2)c1
  A: -1.3	B: -12	C: 7	D: 4.3%	E: -1	F: 2	G: -3	H: 9%	I: 17

18) CC(C)CCn1c(=O)c(C(=O)N/N=C/c2cccc(F)c2)c(O)c2ccccc21
  A: 0.3	B: -4	C: 1	D: -0.4%	E: -4	F: 7	G: 9	H: 4%	I: 11

19) O=C(c1sc2cc(F)ccc2c1Cl)N1CCN(c2ccccc2)CC1
  A: 0.5	B: 1	C: 0	D: -0.2%	E: -4	F: -11	G: -5	H: 5%	I: 2

20) CSc1ccc(CCNC(=O)CCc2nnc3ccc(N4CCCCC4)nn23)cc1
  A: -0.9	B: -7	C: 0	D: 8.0%	E: -7	F: /	G: -5	H: ?	I: 4

21) Cc1nc(Cc2nnc(SCC(=O)N3CCN(c4ccc(O)cc4)CC3)o2)cs1
  A: 0.9	B: -2	C: 1	D: -1.9%	E: -1	F: 3	G: 16	H: /	I: 12

22) COC(=O)c1cccc(COC(=O)c2cc3ccccc3oc2=O)c1
  A: 0.3	B: 0	C: -1	D: 0.8%	E: -1	F: 6	G: -4	H: -23%	I: 1

23) COC(=O)c1sc2nc(C)cc(C)c2c1N
  A: -1.4	B: -11	C: 0	D: 8.4%	E: -4	F: -14	G: 1	H: 195%[activator]	I: -8

24) CCn1c(SCC(=O)N2CCCCC2)nnc1-c1ccc(S(=O)(=O)N2CCN(C)CC2)cc1
  A: 0.6	B: -6	C: 4	D: 2.3%	E: -6	F: 3	G: 1	H: ?	I: 5

25) COc1ccc(/C=C/c2nc3ccccc3c(=O)n2-c2cccc(C(F)(F)F)c2)cc1
  A: -1.0	B: -27	C: 0	D: 0.4%	E: -3	F: -17	G: -6	H: -9%	I: -12

Further structures follow:
Field names: A = TRHR agonist; B = D1 antagonist; C = D1 agonist; D = RXFP1 agonist; E = D1 PAM; F = RXFP1 antagonist; G = TRHR PAM; H = Apoferritin bind; I = D2 PAM
26) O=c1[nH]c(-c2ccc(Cl)cc2)cs1
  A: -0.1	B: 12	C: 2	D: 2.9%	E: 10	F: -5	G: 7	H: -12%	I: 2

27) CCC1CCCCN1CCCNC(=O)Cn1ncn2nc(-c3ccc(OC)cc3)cc2c1=O (stereo not given)
  A: 0.0	B: 0	C: 9	D: -2.2%	E: -1	F: -5	G: 17	H: -3%	I: -3

28) CC1=NN(c2ccc([N+](=O)[O-])cc2)C(c2ccccc2)C1 (stereo not given)
  A: 1.0	B: 9	C: 3	D: 2.2%	E: -6	F: -4	G: -2	H: ?	I: /

29) O=S(=O)(NCCC(c1ccc(F)cc1)c1ccco1)c1ccccc1 (stereo not given)
  A: 1.9	B: 6	C: 13	D: 1.4%	E: -8	F: -12	G: 2	H: -11%	I: -20

30) O=C(Nc1ccc(Br)cc1)C1CCN(C(=O)c2ccc(F)cc2)CC1
  A: -0.5	B: 7	C: 10	D: 1.3%	E: 6	F: -8	G: -2	H: 5%	I: -4

31) COc1ccc(N2CC(O)(c3ccc(OC(F)F)cc3)[N+]3=C2CCCC3)cc1 (stereo not given)
  A: 0.0	B: 13	C: 2	D: -0.3%	E: 5	F: -7	G: 0	H: -7%	I: -21

32) CC(=O)Nc1ccc(CN2CCCC(C(=O)c3ccc(C(F)(F)F)cc3)C2)cc1 (stereo not given)
  A: 0.8	B: 3	C: 3	D: -1.7%	E: -2	F: 3	G: -1	H: -7%	I: -4

33) O=C(Cc1c(Cl)cccc1Cl)NCCc1ccc(Cl)cc1
  A: -0.2	B: -6	C: -1	D: 1.9%	E: 3	F: -1	G: 0	H: 3%	I: -2

34) Cc1ccc(C(=O)C2=C(O)C(=O)N(c3ncccn3)C2c2cccc(Cl)c2)o1 (stereo not given)
  A: -0.7	B: -10	C: 0	D: 15%	E: -1	F: /	G: -6	H: -9%	I: 0

35) O=C(c1ccc(N2CCCC2)c([N+](=O)[O-])c1)N1CCN(S(=O)(=O)c2ccc(Cl)cc2)CC1
  A: -0.4	B: -12	C: 3	D: -0.2%	E: 0	F: -64*	G: 7	H: /	I: -5

36) Cc1cccc(CC(C)NC(=O)c2cc(COc3ccc(F)cc3F)on2)n1 (stereo not given)
  A: -2.4	B: -5	C: 3	D: -0.1%	E: -8	F: 4	G: -4	H: -13%	I: -8

37) CCCC(O)c1nc2ccccc2n1CCCCOc1ccc(OC)cc1 (stereo not given)
  A: 0.7	B: -1	C: 0	D: -3.1%	E: 0	F: /	G: 1	H: 4%	I: 1

38) COc1ccc(N2CC(NC(=O)c3c(F)cccc3Cl)CC2=O)cc1OC (stereo not given)
  A: 0.2	B: /	C: 2	D: 2.8%	E: 3	F: /	G: -4	H: -7%	I: 12

39) O=C(NCc1n[nH]c(=S)n1-c1cccc(C(F)(F)F)c1)c1ccc(S(=O)(=O)N2CCCCC2)cc1
  A: -1.0	B: 14	C: 5	D: -1.5%	E: -1	F: 0	G: -13	H: -9%	I: 0

Of the compounds above, these contain a Cl atom.
Field names: A = TRHR agonist; B = D1 antagonist; C = D1 agonist; D = RXFP1 agonist; E = D1 PAM; F = RXFP1 antagonist; G = TRHR PAM; H = Apoferritin bind; I = D2 PAM
19) O=C(c1sc2cc(F)ccc2c1Cl)N1CCN(c2ccccc2)CC1
  A: 0.5	B: 1	C: 0	D: -0.2%	E: -4	F: -11	G: -5	H: 5%	I: 2

26) O=c1[nH]c(-c2ccc(Cl)cc2)cs1
  A: -0.1	B: 12	C: 2	D: 2.9%	E: 10	F: -5	G: 7	H: -12%	I: 2

33) O=C(Cc1c(Cl)cccc1Cl)NCCc1ccc(Cl)cc1
  A: -0.2	B: -6	C: -1	D: 1.9%	E: 3	F: -1	G: 0	H: 3%	I: -2

34) Cc1ccc(C(=O)C2=C(O)C(=O)N(c3ncccn3)C2c2cccc(Cl)c2)o1 (stereo not given)
  A: -0.7	B: -10	C: 0	D: 15%	E: -1	F: /	G: -6	H: -9%	I: 0

35) O=C(c1ccc(N2CCCC2)c([N+](=O)[O-])c1)N1CCN(S(=O)(=O)c2ccc(Cl)cc2)CC1
  A: -0.4	B: -12	C: 3	D: -0.2%	E: 0	F: -64*	G: 7	H: /	I: -5

38) COc1ccc(N2CC(NC(=O)c3c(F)cccc3Cl)CC2=O)cc1OC (stereo not given)
  A: 0.2	B: /	C: 2	D: 2.8%	E: 3	F: /	G: -4	H: -7%	I: 12

Laid out differently: two of the compounds above
30	O=C(Nc1ccc(Br)cc1)C1CCN(C(=O)c2ccc(F)cc2)CC1
31	COc1ccc(N2CC(O)(c3ccc(OC(F)F)cc3)[N+]3=C2CCCC3)cc1 (stereo not given)

Compound | 30 | 31
TRHR agonist | -0.5 | 0.0
D1 antagonist | 7 | 13
D1 agonist | 10 | 2
RXFP1 agonist | 1.3% | -0.3%
D1 PAM | 6 | 5
RXFP1 antagonist | -8 | -7
TRHR PAM | -2 | 0
Apoferritin bind | 5% | -7%
D2 PAM | -4 | -21

High-throughput results as filed in PubChem.
